From PubChem
All columns: NCI-60 one-dose screen, growth in % after 48 h at 10 µM unless noted; 100 = growth as untreated, 0 = no growth, -100 = all killed.
SF-295 = SF-295 CNS cancer cells; hit rate 5.6% among 79,000; AID 1794758
SF-268 = SF-268 CNS cancer cells | hit rate 3.1% among 82,000 | AID 1794759
SF-539 = SF-539 CNS cancer; AID 1794752; hit rate 6.8% among 81,000
U251 = U251 CNS tumor cells. hit rate 5.4% among 80,000
HCC-2998 = HCC-2998 colon cancer. hit rate 4.7% among 79,000
PC-3 = PC-3 prostate cancer cells | AID 1794754 | hit rate 3.9% among 80,000
SNB-19 = SNB-19 CNS cancer cells; hit rate 2.5% among 81,000
SNB-75 = SNB-75 CNS cancer. AID 1794750. hit rate 5% among 79,000
The depositor's hits bear a star; nt = no result given; & = joins results of further samples; [ ] = another dose, or the depositor's remark. Rule for the calls: active = growth percent below 10; inactive = the rest.

SMILES | SF-295 | SF-268 | SF-539 | U251 | HCC-2998 | PC-3 | SNB-19 | SNB-75
Cc1ccc(N=Nc2c(O)ccc3n[nH]nc23)cc1 | 110 | 109 | 73 | 88 | 97 | 62 | 109 | 83
COc1ccc(/C=C2/C(=O)NC(SCC(=O)N3CCN(c4cc5c(cc4F)c(=O)c(C(=O)O)cn5C4CC4)CC3)=NC2N)cc1OC (stereo not drawn) | 94 | 97 | 101 | 102 | 100 | 99 | 102 | nt
Cc1c(C(=O)Nc2nc(-c3ccccc3)cs2)nnn1-c1ccccc1Br | 31[50 µM] | 61[50 µM] | 64[50 µM] | 51[50 µM] | 73[50 µM] | 45[50 µM] | 61[50 µM] | 68[50 µM]
COC(=O)C(C#N)C(C#N)c1cc(OC)c(OC)cc1[N+](=O)[O-] (stereo not drawn) | 106 | 100 | 103 | 99 | 101 | 90 | 108 | 96
COS(=O)(=O)CCN(CCOS(C)(=O)=O)S(C)(=O)=O | nt | 107 | 91 | 97 | 98 | 95 | 107 | 90
CCOC(=O)C(CC)(CCc1ccc([N+](=O)[O-])cc1)C(=O)OCC | 90 | 101 | 94 | 95 | 96 | 74 | 97 | 76
C=CC(=O)N1CCN(c2ccc3nc4c(nc3c2C(F)(F)F)C(=O)c2ncccc2C4=O)CC1 | 29 | 21 | -33* | -17* | 5.2* | -4.8* | 32 | 82
COc1cc(C2=Nc3c(N)ncnc3NC(c3cccc(Nc4ccnc5cc(C(F)(F)F)ccc45)c3)C2)cc(OC)c1OC (stereo not drawn) | 90 | 66 | 82 | 69 | 94 | 61 | 78 | 61
COc1cc(/C=N/N2CCCCC2)cc(OC)c1OC | 98 | nt | 104 | 100 | 109 | 95 | 101 | 77
CCCCC(O)Cn1ncc(C(=O)OCC)c1NC(=O)NCc1ccccc1C(F)(F)F (stereo not drawn) | 94 | 98 | 96 | 95 | 108 | 87 | 94 | 93
c1ccc(C2=NC(c3ccccc3)CC2)cc1 (stereo not drawn) | 103 | 104 | 99 | nt | 112 | 95 | 96 | 99
O=C(Sc1ccccc1)n1nc(Cl)c2ccc([N+](=O)[O-])cc21 | 96 | 94 | 104 | nt | 114 | 80 | 113 | 86
COC(=O)c1nc(N)nc(C(=O)OC)c1C(=O)c1cccc2ccccc12 | 99 | 116 | 95 | 108 | 106 | 97 | 103 | 104
C=CC(=O)Oc1ccc(C(C)(C)c2ccc(OC(=O)C=C)c(Cl)c2)c(Cl)c1 | 108 | 101 | 69 | 92 | 107 | 90 | 101 | 101
Clc1ccc(OCC2CO2)c(Cl)c1 (stereo not drawn) | 110 | 111 | 104 | 102 | 110 | 91 | 105 | nt
CCCC(=O)c1ccccc1 | 104 | 117 | 112 | 113 | 109 | 96 | 102 | 102
c1ccc(-c2noc3ncnc(NCCc4c[nH]c5ccccc45)c23)cc1 | 78 | 74 | 74 | 91 | 101 | 59 | 73 | 59
O=C1Nc2ccccc2/C1=C/c1ccc(OCC(=O)c2ccccc2)cc1 | 107 | 96 | 91 | 100 | 105 | 83 | 95 | 74
COc1ccc(C2OCCO2)cc1 | 112 | 95 | 99 | 103 | 106 | 81 | 99 | 92
C[C@@H](C[C@H](CCO)c1ccccc1)c1ccoc1 | 102 | 92 | 92 | 96 | 107 | 89 | 95 | nt
O=C1c2cc3c(cc2-c2c1c1ccc(Cl)cc1c(=O)n2CCCN1CCOCC1)OCO3 | 28 | 44 | 23 | 27 | 74 | 74 | 47 | 84
CC(C)(O)c1cccc2ccccc12 | 103 | 97 | 99 | 101 | 92 | 89 | 102 | 92
COc1ccc(NCC(=O)Nc2ncc(Cc3ccc(Cl)cc3)s2)cc1 | 25 | 57 | 74 | 71 | 29 | 47 | 86 | 86
CNc1cc2nc3cc(NC)c(C)cc3cc2cc1C | 10 | 11 | 10 | 9.1* | 19 | 18 | nt | 16
Cc1ccc(N2CCN(CC(O)c3ccccc3)CC2)cc1 (stereo not drawn) | 118 | 111 | 104 | 107 | 104 | 106 | 111 | 112
Cc1ccc(-c2[nH]c(=S)[nH]c(=O)c2C#N)s1 | 100 | 102 | 113 | 113 | 107 | 113 | 115 | 101
CC(C)(C)n1cc(-c2ccnc(NCCCNS(=O)(=O)c3ccc(F)cc3)c2)c(-c2ccccc2)n1 | 72 | 91 | 68 | 63 | 79 | 56 | 87 | 72
Cc1cccc(NC=O)c1C | nt | 117 | 106 | 110 | 98 | 98 | 107 | 114
COc1ccc(-c2cs/c(=N\N=C\c3ccccc3F)n2C)cc1 | 89 | 95 | 82 | 53 | 89 | 56 | 99 | 100
Cc1noc2c(Cc3ccc([N+](=O)[O-])cc3)nn(CC(=O)N/N=C/c3ccc(Br)cc3)c(=O)c12 | 90 | 72 | 26 | 70 | 92 | 78 | 70 | 104
COc1ccc(-c2nc(NCC(=O)c3ccc(Cl)cc3)[nH]c(=O)c2C#N)cc1 | 101 | 99 | 98 | 102 | 101 | 100 | 111 | 97
O=[N+]([O-])c1ccc(-c2csc(NN=C(c3ccccc3)c3ccccc3)n2)cc1 | 97 | 94 | 96 | 81 | 103 | 75 | 76 | 76
Fc1ccc(Nc2nnc(-c3ccc(Cl)cc3)o2)cc1 | 102 | 99 | 103 | 92 | 99 | 87 | 101 | 102
CS(=O)(=O)c1ccc(Cl)cc1 | 99 | 111 | 92 | 101 | 105 | 95 | 101 | 84
CCCCOc1nc2ccc(OC)cc2cc1-c1cc(-c2ccc(Cl)cc2)nc(-c2ccc(Cl)cc2)c1 | 98 | 100 | 98 | 102 | 109 | 97 | 94 | 91
Cc1c(C(N)=O)sc2c1c(=O)n(Cc1ccccc1)c1nnc(SCC(=O)Nc3ccc(Cl)cc3)n21 | 49 | 60 | nt | 20 | 18 | 38 | 58 | -52*
C[N+](C)([O-])Cc1ccccc1 | 99 | 93 | 104 | 96 | 101 | 98 | 102 | nt
O=C(Nc1ccc(Cl)cc1)c1cccnc1Oc1ccc2c(c1)OCO2 | 91 | 93 | 92 | 88 | 115 | 86 | 83 | 76
CN(C(=O)Nc1ccccc1)c1ccccc1 | 98 | 98 | 103 | 96 | 116 | 94 | 108 | 103
CCCCCCCNC(=O)C(Cl)Cl | 100 | 104 | 105 | 94 | 102 | 95 | 101 | 84

Full records as entered above.
Shown for O=C(Nc1ccc(Cl)cc1)c1cccnc1Oc1ccc2c(c1)OCO2 : SF-295: 91; SF-268: 93; SF-539: 92; U251: 88; HCC-2998: 115; PC-3: 86; SNB-19: 83; SNB-75: 76
Shown for Cc1ccc(-c2[nH]c(=S)[nH]c(=O)c2C#N)s1 : SF-295: 100; SF-268: 102; SF-539: 113; U251: 113; HCC-2998: 107; PC-3: 113; SNB-19: 115; SNB-75: 101

New compounds follow.
SMILES | SF-295 | SF-268 | SF-539 | U251 | HCC-2998 | PC-3 | SNB-19 | SNB-75
Cc1ccc(NC(=O)N2CCN(C)CC2)cc1NC(=O)N1CCN(C)CC1 | 105 | 108 | 112 | 103 | 121 | nt | nt | 92
O=C(Nc1ccc(-n2cc(-c3ccncc3)c(-c3ccc(O)c(Cl)c3)n2)cc1)c1ccc(Cl)c(C(F)(F)F)c1 | -2.6* | 38 | 2.5* | 16 | 26 | 14 | 40 | 60
c1ccc(C2=NN[C@H](c3cn(-c4ccccc4)nc3-c3ccccc3)C2)cc1 | -24* | 52 | 39 | 7.2* | 65 | 43 | 55 | -33*
COc1cc(/C=C2/C(=O)NC(=N)N2C)ccc1O | 98 | 103 | 95 | 98 | 105 | 100 | 98 | 94
Cc1cccc(NC2=C(C#N)C(=O)NC3(CCCC3)S2)c1 | 108 | 103 | 91 | 97 | 96 | 105 | 94 | 91
COc1ccc(Oc2ccc(C3=NN(c4nc(-c5ccc(OC)cc5)c(C#N)c(N5CCOCC5)n4)C(c4cc(OC)c(OC)c(OC)c4)C3)cc2)cc1 (stereo not drawn) | 107 | 93 | 97 | 100 | 103 | 113 | 94 | 101
O=C1C=CC(=O)C(Sc2ccccc2)=C1 | 101 | 108 | 102 | 97 | 119 | 96 | 102 | 71
CN(C)CCN(C)CC(C)(C)C(=O)/C=C/c1ccc(Cl)c(Cl)c1 | -98*[100 µM] | -55*[100 µM] | -99*[100 µM] | -95*[100 µM] | -90*[100 µM] | -87*[100 µM] | -99*[100 µM] | -99*[100 µM]
Clc1ccc([C@@H]2C[C@@H]3Cc4cc(Br)c5ccccc5c4N2O3)cc1 | 119 | 104 | 124 | 107 | 101 | nt | 105 | 90
COC(=O)c1nc(-c2ccccc2)oc1S(=O)(=O)N1CCN(c2cccc(Cl)c2)CC1 | 91 | 81 | 105 | 72 | 99 | 82 | 64 | nt
CCc1c(Nc2ccc(Cl)c(Cl)c2)nc(N)[nH]c1=O | 78 | 88 | 81 | 90 | 82 | 78 | 95 | 39
COC(=O)c1nc(=S)[nH]c(C(=O)OC)c1C(=O)C(C)(C)C | 99 | 125 | 107 | 105 | 117 | 98 | 102 | 144
O=C1CSC(c2cccc([N+](=O)[O-])c2)N1c1nnc(Cn2cnnc2)o1 (stereo not drawn) | 73 | 101 | 98 | 90 | 92 | 90 | 101 | 74
CSc1nc(SC)c2[nH]cnc2n1 | 90 | 96 | 98 | 101 | 103 | 80 | 107 | 93
COc1cc2c(cc1OCCCCCN1CCN(c3ncnc4ccccc34)CC1)N=CC1CCCN1C2=O (stereo not drawn) | -40* | -0.2* | -77* | 2.2* | nt | -39* | 13 | -50*
CCCCSc1nc(N)nc2c1ncn2C1OC(CO)C(O)C1O (stereo not drawn) | 105 | 99 | 98 | 101 | 105 | 88 | 100 | 94
Clc1ccc(-c2nc(-c3c[nH]c4ccccc34)cs2)cc1 | 96 | 82 | 96 | 108 | 110 | 85 | 103 | 76
CCCCCc1ccc(S(=O)(=O)Nc2cccc(-c3csc(NC(=O)CN4CCN(CCO)CC4)n3)c2)cc1 | 77 | 77 | 84 | 55 | 27 | 64 | 83 | 88
FC(F)(F)c1cnc2c(c1)Oc1ccccc1-c1ccnn1-2 | 107 | 96 | 96 | 86 | 100 | 94 | 91 | 79
CCN1C(=O)N(CC)C2C1NN=c1s/c(=C\c3ccc(Cl)cc3Cl)c(=O)n12 (stereo not drawn) | 13 | 42 | -13* | 11 | 7.2* | 25 | 28 | 20
O=C(O)CCC(=O)OC[C@@H](NC(=O)C(Cl)Cl)[C@H](O)c1ccc([N+](=O)[O-])cc1 | 101 | 109 | 100 | 99 | 100 | 88 | 99 | 88
O=C1c2ccccc2C(=O)c2c(Nc3cccc(S(=O)(=O)N(CCO)CCO)c3)ccc(O)c21 | 118 | 89 | 74 | 90 | 95 | 82 | 95 | 81
O=C1NC(=O)/C(=C\c2cn(-c3ccccc3)nc2-c2ccc(F)cc2)S1 | 82 | 91 | 99 | 77 | 98 | 83 | 87 | 113
Nc1n[nH]c(-c2ccccc2)n1 | 96&102 | 98&101 | 93&104 | 109&114 | 100&119 | 122&94 | 94&104 | 94&81
COc1ccc(S(=O)(=O)n2cc(C3OC(c4cc(OC)c(OC)c(OC)c4)=NN3C(C)=O)c3ccccc32)cc1OC (stereo not drawn) | 93 | 108 | 89 | 98 | 105 | 80 | 86 | 86
CC1=COC(C)(COC(=O)C2(C)CCC(C)=CO2)CC1 (stereo not drawn) | 114 | 113 | 112 | 109 | 103 | 89 | 107 | nt
O=C(/C=C/c1ccc(Cl)cc1)c1ccc(O)c(CN2CCN(c3cc4c(cc3F)c(=O)c(C(=O)O)cn4C3CC3)CC2)c1 | 45 | 42 | 54 | nt | 59 | 47 | 33 | 4.5*
N#Cc1c(NCc2ccc(N3CCOCC3)cc2)oc(-c2ccccc2)c1-c1ccccc1 | 73 | 81 | 81 | 48 | 87 | 48 | 77 | 84
C=C1[C@]2(C(=O)OC)C=C(C=O)C(O)[C@@]1(C)CC1[C@@]3(C)CC[C@H](O)C(C)(C)C3CC[C@]12C (stereo partly drawn) | 95 | 103 | 114 | 101 | 111 | 86 | 93 | 105
O=[N+]([O-])c1cccc(N=C(Nc2cccc([N+](=O)[O-])c2)c2ccccc2)c1 | nt | 97 | 87 | 83 | 93 | 52 | 92 | 84
COc1ccc(-c2c(N)c(=O)n(C)c3ccccc23)cc1 | 75 | 66 | 81 | 48 | 82 | 47 | 62 | 75
COc1ccc(C2c3c(c4ccccc4n(C)c3=O)Oc3ncn4nc(-c5ccco5)nc4c32)cc1 (stereo not drawn) | 103 | 99 | 94 | 106 | 118 | 101 | 96 | 77
COc1ccc(C(=O)/C=C/c2ccc3c(c2)OCO3)cc1OC | 93 | 109 | 121 | 96 | 101 | 89 | 95 | 91
COc1ccc(-c2cc(-c3cc(Cl)cc(Cl)c3Cl)[nH]n2)cc1 | 98 | 81 | 101 | 78 | nt | 81 | 85 | 96
Nc1nc[nH]c(=O)c1N=Cc1ccccc1 | 98 | 112 | 103 | 99 | 128 | nt | nt | 104
COc1ccc(/C=N/NC(N)=S)cc1S(=O)(=O)O | 107 | 109 | 107 | 93 | 106 | 100 | 119 | 96

6 compounds already listed, sorted by number of heavy atoms, ascending.
SMILES | SF-295 | SF-268 | SF-539 | U251 | HCC-2998 | PC-3 | SNB-19 | SNB-75
C[C@@H](C[C@H](CCO)c1ccccc1)c1ccoc1 | 102 | 92 | 92 | 96 | 107 | 89 | 95 | nt
CNc1cc2nc3cc(NC)c(C)cc3cc2cc1C | 10 | 11 | 10 | 9.1* | 19 | 18 | nt | 16
C=CC(=O)Oc1ccc(C(C)(C)c2ccc(OC(=O)C=C)c(Cl)c2)c(Cl)c1 | 108 | 101 | 69 | 92 | 107 | 90 | 101 | 101
Cc1noc2c(Cc3ccc([N+](=O)[O-])cc3)nn(CC(=O)N/N=C/c3ccc(Br)cc3)c(=O)c12 | 90 | 72 | 26 | 70 | 92 | 78 | 70 | 104
COc1ccc(C2c3c(c4ccccc4n(C)c3=O)Oc3ncn4nc(-c5ccco5)nc4c32)cc1 (stereo not drawn) | 103 | 99 | 94 | 106 | 118 | 101 | 96 | 77
COc1ccc(S(=O)(=O)n2cc(C3OC(c4cc(OC)c(OC)c(OC)c4)=NN3C(C)=O)c3ccccc32)cc1OC (stereo not drawn) | 93 | 108 | 89 | 98 | 105 | 80 | 86 | 86
